D1 potentiator: potentiators of human D1 dopamine receptor. P21728. HEK293 TREx D1 cells, calcium flux, dopamine EC20 potentiation. potentiation, % at 10 µM. actives 0.036% (n = 360,000). AID 504651; in the data active = potentiation above about 30%; note: 0% is about no effect
RXFP1 ag: activates the human relaxin receptor RXFP1 | Q9HBX9 | HEK293T-RXFP1 cAMP TR-FRET, 30 min; response scale: percent of porcine relaxin response, buffer zero | Potency, µM (top dose mostly 57.5 µM), without a hit: at the top dose activation, usual class: activators | actives 0.3% (n = 370,000) | AID 2676; note: potency is the fitted concentration of half-maximal effect; % is set by controls: 0 for no effect and ±100 for the full control effect; nearly all actives have a fitted effect of over 60% in size; many of its hits are not listed in these tables
Target sequence (Q9HBX9 whole entry, looked up): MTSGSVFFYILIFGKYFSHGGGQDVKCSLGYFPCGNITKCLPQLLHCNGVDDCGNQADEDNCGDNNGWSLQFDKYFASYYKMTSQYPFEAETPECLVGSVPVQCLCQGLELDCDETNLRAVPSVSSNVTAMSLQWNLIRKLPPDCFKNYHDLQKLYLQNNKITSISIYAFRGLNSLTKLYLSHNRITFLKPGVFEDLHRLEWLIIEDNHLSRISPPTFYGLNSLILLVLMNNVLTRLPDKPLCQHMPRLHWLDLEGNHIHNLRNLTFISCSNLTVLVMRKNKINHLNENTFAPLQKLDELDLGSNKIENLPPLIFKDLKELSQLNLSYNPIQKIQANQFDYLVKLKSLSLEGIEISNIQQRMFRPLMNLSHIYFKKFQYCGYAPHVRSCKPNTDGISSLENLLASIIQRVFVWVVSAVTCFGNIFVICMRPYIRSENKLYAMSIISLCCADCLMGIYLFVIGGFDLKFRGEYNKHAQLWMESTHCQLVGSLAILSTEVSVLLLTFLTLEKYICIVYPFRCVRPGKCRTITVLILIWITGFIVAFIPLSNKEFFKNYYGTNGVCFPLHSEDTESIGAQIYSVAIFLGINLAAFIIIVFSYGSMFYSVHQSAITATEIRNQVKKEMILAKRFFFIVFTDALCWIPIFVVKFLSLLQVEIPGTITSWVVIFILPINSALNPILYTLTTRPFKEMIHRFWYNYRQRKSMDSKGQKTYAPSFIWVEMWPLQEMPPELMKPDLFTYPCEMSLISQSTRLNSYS
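HEK293 cells stably expressing RXFP1, treated 30 min at 37C with compounds plus PDE4 inhibitor Ro 20174; cAMP measured by HTRF TR-FRET. Normalized to buffer and 29 nM porcine relaxin; EC50 by Hill fit.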
D1 ag: human D1 receptor agonism | P21728 | HEK293 T-REx D1 cells, calcium flux, agonist mode | activation, % at 2 µM | actives 1% (n = 360,000); in the data active = activation above about 30%; note: 0% is about no effect
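Inducible HEK293 T-REx D1 cells, force-coupled to calcium signalling, were plated at 4000 cells/well with tetracycline and held overnight at 30 C. After no-wash calcium dye loading, compound-evoked calcium rise over 180 s flagged agonists.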
D2 PAM: D2 dopamine receptor (human) potentiation. P14416. HEK293 T-REx D2, calcium flux, EC20 dopamine potentiation. potentiation, % at 10 µM. actives 0.34% (n = 340,000);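 active = potentiation over 3 SD above the plate norm, cut at about 30% in these data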; note: 0% is about no effect
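Potentiation of an EC20 dopamine calcium response is measured in a force-coupled, tetracycline-inducible Hek293 Trex D2 line. Compound-only kinetic reads over 180 s flag agonists before dopamine addition.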
D1 antagonist: human D1 dopamine receptor antagonism; P21728; HEK293 TREx D1 cells, calcium flux, dopamine EC80; stronger effect = lower value; activity change, negative = inhibition, % at 10 µM; actives 3.2% (n = 360,000); AID 504652; in the data active = activity change below about -30%; note: % is set by controls: 0 for no effect and ±100 for the full control effect
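Compound effects on dopamine-evoked calcium signalling were measured in tetracycline-induced HEK293 Trex D1 cells. Dopamine at EC80 followed a 180 s compound pre-read, and fluorescence was tracked kinetically for 180 s more.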
Vif-APOBEC3F blk: inhibitors of Vif-A3F interaction; HeLa A3F-eYFP + Vif (tagged APOBEC3F with the HIV-1 protein that degrades it), YFP fluorescence increase; Potency, µM (doses to about 46.1 µM), for inactives: top-dose activity, negative = active; actives 0.2% (n = 390,000); AID 602313; note: potency is the fitted concentration of half-maximal effect; % of control where 0% means no effect; nearly all actives have a fitted effect of over 65% in size
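Fluorescence increase (Ex 488/Em 500-530) after overnight compound treatment at 37 deg C flags inhibition of Vif-driven A3F-eYFP loss in stable HeLa A3F-eYFP/Vif cells seeded overnight beforehand.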
LDHA inh: inhibitors of human lactate dehydrogenase A; purified LDHA, NADH/diaphorase-resazurin fluorescence; stronger effect = lower value; activity change, % (values are at about 110 or 230 µM); P00338; actives 0.15% (n = 480,000); in the data active = activity change below about -30%; inconclusive = mostly about -25% to -30%;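 note: plate controls were DMSO wells for no effect and wells without enzyme for full effect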
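Remaining NADH was detected by diaphorase (0.133 mg/mL) converting 37 µM resazurin to fluorescent resorufin, read at 0 and 20 minutes. The preceding 5-minute room-temperature reaction used 2 nM LDHA, 0.2 mM sodium pyruvate and 0.06 mM NADH at pH 7.4.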
Vif-APOBEC3G blk: Vif-A3G binding inhibition. AID 602310. Potency, µM (series often up to 46.1 µM), without a hit: at the highest dose activity, negative = active, most hits filed as inhibitors. HeLa A3G-eYFP + Vif (tagged APOBEC3G with the HIV-1 protein that degrades it), YFP fluorescence, overnight. actives 0.076% (n = 410,000);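 note: potency is the fitted concentration of half-maximal effect; % is set by controls: 0 for no effect and ±100 for the full control effect; nearly all actives have a fitted effect of over 60% in size; hits raise eYFP signal because A3G escapes Vif-driven loss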
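HeLa cells stably expressing Vif and C-terminally eYFP-tagged A3G, seeded overnight at 37 deg C, then exposed to compound by pintool overnight at 37 deg C. Rise in yellow fluorescence (Ex 488/Em 500-530, Acumen) marks blocked Vif-driven A3G degradation.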
GRP78 ERSR act: inducers of ER stress response in human glioma cells | AID 602332 | actives 0.02% (n = 420,000) | Potency, µM, inactives show at the highest dose activation, actives largely listed as activators | U87-MG GRP78 promoter luciferase reporter, 16 h; note: potency is the fitted concentration of half-maximal effect; series mostly up to about 76 µM; % of control where 0% means no effect; nearly all actives have a fitted effect of over 35% in size
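Stably transfected U87-MG glioma cells carrying a GRP78-based luciferase sensor; 16 h compound incubation. Luminescence end-point read 10 min after Bright-Glo addition at room temperature.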
* marks the source's active call; other numbers are inactive results; ? = inconclusive; . = not tested or not shown; & = joins results of further samples. Unless noted, calls come from the whole dose curve; as a rule, active = well fitted curve in the direction sought with a large enough effect; inconclusive = small, poorly fitted or top-dose-only effect, or another doubt; inactive = no such curve, though single readings can be large; an effect the other way counts as inactive or inconclusive.

SMILES	D1 potentiator	RXFP1 ag	D1 ag	D2 PAM	D1 antagonist	Vif-APOBEC3F blk	LDHA inh	Vif-APOBEC3G blk	GRP78 ERSR act
COc1ccc(C2=NN(C(=O)CCC(=O)O)C(c3cccs3)C2)cc1 (centres undefined)	-1	-1.4%	4	9	-5	3%	-3	0%	5%
COc1ccc(S(=O)(=O)N2CCOCC2)cc1C(=O)NCC(c1ccco1)N1CCCC1 (centres undefined)	-3	0.0%	0	7	24	2%	-10	-1%	-2%
Cc1ccc(-n2nc(C(=O)O)c(C)c(C#N)c2=O)cc1Cl	-3	2.6%	5	22	-12	7%	-1	-5%	-3%
COc1cc(OC)c2cc(C(=O)N[C@H](C(=O)N3CCC[C@H]3C(=O)O)C(C)C)n(C)c2c1	-2	3.3%	-1	8	1	1%	4	-1%	-2%
Cc1cc(=O)oc2cc(OCCSc3nnc(-c4ccccc4)o3)ccc12	3	0.4%	15	1	0	10%	-4	3%	-4%
Cc1ccc(NC(=O)CN2C(=O)CCSc3ccc(S(=O)(=O)N4CCCC4)cc32)cc1	2&-1	-1.9%&2.8%	1&2	-5	4&-13	-6%&-5%	-1&-2	2%&0%	10%&-4%
Cc1cc(C(=O)Nc2cccc3ccccc23)n(-c2ccccc2)n1	6	0.1%	-1	.	9	-23%	7	-9%	-3%
Cc1ccc(S(=O)(=O)N(C)C)cc1NC(=O)c1ccc2ccccc2n1	-1	1.7%	2	10	5	-26%	-6&-10	-1%	8%
CC(=O)OC[C@H]1O[C@H](CCO/N=C(\C)CCN2CCCc3nc(C)c(C)cc32)C=C[C@@H]1OC(C)=O	-11	1.6%	-2	-24	-11	.	.	.	.
O=C(Nc1ccc(OC(F)F)cc1)Nc1cccc(C(F)(F)F)c1	-5	0.3%	19	-19	-38*	-15%	0	-6%	-7%
Cc1cc(C)cc(-n2cc[nH]c2=S)c1	-3	1.9%	2	2	11	0%	-6	1%	-1%
O=C(CSc1nc2cc(Cl)ccc2c(=O)n1Cc1ccco1)Nc1ccc(S(=O)(=O)N2CCOCC2)cc1	-4	1.5%	8	7	-7	-4%	-8	-5%	-5%
Cc1onc(-c2c(Cl)cccc2Cl)c1C(O)c1ccccc1 (centres undefined)	0	0.0%	1	12	-7	-4%	-4	-2%	-6%
CC(C)(O)C#CC#CCN1CCOCC1	-3	-2.3%	1	1	-16	0%	-1	1%	-2%
CCCC(NC(=O)CCc1c(C)c2cc3c(-c4ccccc4)coc3cc2oc1=O)C(=O)O (centres undefined)	8	0.9%	2	2	4	4%	-3	0%	-11%
O=C(CCc1ccncc1)NC1CCCc2c1cnn2-c1cc(F)cc(F)c1 (centres undefined)	-10	-1.7%	0	9	-7	-8%	-5	5%	-2%
CCOC(=O)C1=C(C)Nc2ncnn2C1/C=C/c1ccccc1 (centres undefined)	0	3.2%	2	-8	-12	-17%	4	?	-4%
CCOC(=O)C(=COC(=O)c1ccccc1)NC(=O)Cc1ccccc1	.	.	.	.	.	0%	-1	0%	-2%
CCC1CCCCN1C(=O)COC(=O)c1ccc(Br)o1 (centres undefined)	.	0.4%	2	8	5	-7%	0	1%	-3%
O=C(Nc1ccc(N2CCCCC2)c(Cl)c1)c1ccc(N2CCOCC2)c([N+](=O)[O-])c1	-8	-0.2%	1	6	-48*	-12%	-4	0%	-4%

Two of the compounds above, with bars between the fields.
canonical_smiles | D1 potentiator | RXFP1 ag | D1 ag | D2 PAM | D1 antagonist | Vif-APOBEC3F blk | LDHA inh | Vif-APOBEC3G blk | GRP78 ERSR act
COc1cc(OC)c2cc(C(=O)N[C@H](C(=O)N3CCC[C@H]3C(=O)O)C(C)C)n(C)c2c1 | -2 | 3.3% | -1 | 8 | 1 | 1% | 4 | -1% | -2%
Cc1cc(=O)oc2cc(OCCSc3nnc(-c4ccccc4)o3)ccc12 | 3 | 0.4% | 15 | 1 | 0 | 10% | -4 | 3% | -4%

Going on with the list.
SMILES	D1 potentiator	RXFP1 ag	D1 ag	D2 PAM	D1 antagonist	Vif-APOBEC3F blk	LDHA inh	Vif-APOBEC3G blk	GRP78 ERSR act
CCOC(=O)c1c(NC(=O)C2CCCCC2)sc2c1CCN(CC)C2	7	1.3%	5	-4	-23	1%	-2	0%	-2%
Cc1cccc(OCCCOc2cccc3cccnc23)c1C	-9	2.9%	2	-8	-2	-13%	1	-1%	6%
O=C(OCC(=O)N1CCCC1=O)c1cc(S(=O)(=O)N2CCOCC2)ccc1F	1	5.4%	0	-10	-1	-7%	-4	2%	-6%
CCSC1=C(C#N)C(c2ccccc2OC)CC(=O)N1 (centres undefined)	-5	-2.9%	0	5	0	-2%	-2	5%	-5%
COCCNc1oc(-c2ccco2)nc1S(=O)(=O)c1ccccc1	-6	-2.5%	0	-6	-11	2%	-3	3%	1%
CCCCn1c2c(cc(C(=O)OC)c1=O)C(=O)CCC2	.	.	.	.	.	0%	2	-3%	-2%
CC(C)(C)c1cc(CN2CCCC(O)C2)c(O)c(C(C)(C)C)c1 (centres undefined)	0	8.4%	2	-8	8	0%	14	-6%	2%
COc1ccc(C(CC(=O)Nc2cc([N+](=O)[O-])ccc2OC)c2ccccc2)cc1 (centres undefined)	-12	0.8%	3	-3	1	-5%	-8	-5%	-6%
O=C(Nc1ccc(-c2nc3ccccc3[nH]2)cc1)C1CCCN(Cc2ccn[nH]2)C1 (centres undefined)	.	.	.	.	.	-3%	-4	1%	-4%
COc1cccc(CSc2nc3ccncc3[nH]2)c1	-6	6.2%	5	2	4	6%	-7	-5%	-8%
Cn1c(-n2c(-c3ccco3)nc3ccccc3c2=O)nc2ccccc21	-1	0.4%	2	-3	5	4%	-1	4%	-3%
CC(C)CNc1nc(Oc2ccc(=O)[nH]n2)nc(N2CCOCC2)n1	-3	-0.8%	0	6	-5	-12%	-5	-5%	2%
O=c1nc2cccc3c2=c(/c1=C(\O)c1ccccc1)c1ccccc1c3=O	-3	0.5%	6	6	-12	2%	0	-4%	-2%
O=C(C1CCCO1)N1CCN(Cc2nc3ccccc3c(=O)[nH]2)CC1 (centres undefined)	0	-0.6%	6	13	-1	1%	1	-1%	-3%
CCN1C(=O)C(CC(=O)Nc2ccc(OC)cc2)N(Cc2ccc(OC)c(OC)c2)C1=S (centres undefined)	2	4.3%	1	4	6	13%	0	4%	-4%
Cc1cc(C(=O)COC(=O)Cc2c(F)cccc2Cl)c(C)n1C	.	.	.	.	.	-6%	1	-1%	-2%
C=C(C)CSc1nc2c(c(=O)[nH]c(=O)n2C)n1CCC(C)C	.	2.7%	-1	34*	0	0%	-3	0%	0%
CN(C1CCCCC1)S(=O)(=O)c1ccc(SCC(=O)NC(C)(C)C)nc1	-10	-0.3%	8	3	-1	5%	-3	5%	-2%
Cc1ccc2c(C)c(C(=O)NCC(C)(C)N3CCOCC3)oc2c1C	-6	0.6%	5	0	-2	0%	0	4%	0%
CCOC(=O)c1sc(N2C(=O)C(O)=C(C(=O)c3ccco3)C2c2ccc([N+](=O)[O-])cc2)nc1C (centres undefined)	.	.	.	.	.	-2%	-3	2%	-4%
COc1ccc(CCC(=O)c2ccc(OC)cc2)cc1	.	.	.	.	.	13%	-5	-2%	0%
Cc1ccc(C(=O)Nc2cccc(C(F)(F)F)c2)cc1NC(=O)c1nccnc1N	-4	3.2%	3	-18	-5	-19%&0%	-4&-5	-2%&-4%	-1%&-5%
Cc1nc(NCC2CCCO2)c2oc3ccccc3c2n1 (centres undefined)	11	0.9%	3	-7	-20	-9%	-8	1%	-3%
O=C(NC1CCCCC1)C(c1ccc(F)cc1)N(Cc1ccco1)C(=O)c1csnn1 (centres undefined)	.	0.6%	2	-2	-1	-10%	-10	0%	0%
COc1ccc(OC)c(NC(=O)CNC(=O)Cn2cnc3sc(C)cc3c2=O)c1	-4	0.9%	3	0	-3	-10%	0	1%	1%
COc1cc(CN2CCC(C(=O)NC3CCCC3)CC2)ccc1O	-1	0.1%	3	.	4	1%	-8	2%	1%
COc1ccc(N2CCN(C(=O)COC(=O)CNC(=O)c3ccc(Cl)cc3Cl)CC2)cc1	-2	-0.4%	4	.	13	-19%	-2	-1%	-3%
COc1ccc(CCN2CC(C(=O)NCC(=O)Nc3ccc(F)c(F)c3)CC2=O)cc1OC (centres undefined)	4	-0.5%	0	5	4	-1%	-4	-2%	-6%
O=C1C2C(c3ccccc3)C=CC(c3ccccc3)C2C(=O)N1CCO (centres undefined)	-4	1.3%	0	-5	5	-1%	0	0%	-1%

Of the compounds above, seven contain fluorine:
SMILES	D1 potentiator	RXFP1 ag	D1 ag	D2 PAM	D1 antagonist	Vif-APOBEC3F blk	LDHA inh	Vif-APOBEC3G blk	GRP78 ERSR act
O=C(Nc1ccc(OC(F)F)cc1)Nc1cccc(C(F)(F)F)c1	-5	0.3%	19	-19	-38*	-15%	0	-6%	-7%
O=C(CCc1ccncc1)NC1CCCc2c1cnn2-c1cc(F)cc(F)c1 (centres undefined)	-10	-1.7%	0	9	-7	-8%	-5	5%	-2%
O=C(OCC(=O)N1CCCC1=O)c1cc(S(=O)(=O)N2CCOCC2)ccc1F	1	5.4%	0	-10	-1	-7%	-4	2%	-6%
Cc1cc(C(=O)COC(=O)Cc2c(F)cccc2Cl)c(C)n1C	.	.	.	.	.	-6%	1	-1%	-2%
Cc1ccc(C(=O)Nc2cccc(C(F)(F)F)c2)cc1NC(=O)c1nccnc1N	-4	3.2%	3	-18	-5	-19%&0%	-4&-5	-2%&-4%	-1%&-5%
O=C(NC1CCCCC1)C(c1ccc(F)cc1)N(Cc1ccco1)C(=O)c1csnn1 (centres undefined)	.	0.6%	2	-2	-1	-10%	-10	0%	0%
COc1ccc(CCN2CC(C(=O)NCC(=O)Nc3ccc(F)c(F)c3)CC2=O)cc1OC (centres undefined)	4	-0.5%	0	5	4	-1%	-4	-2%	-6%

Not all compounds are listed (hit frequency here may not be typical).
